TRPC6 inh – blocks the mouse TRPC6 cation channel; HEK293-TRPC6, membrane potential dye, ACh-evoked depolarization; hits give low values; B-score at 10 µM; 1.1% of 310,000 active;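 active means B-score under library mean minus 3 SD, initial fluorescence not abnormally high, positive integrated signal ratio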;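 further: B-score derived from integrated fluorescence ratio over the kinetic read; more negative B-score means stronger inhibition of depolarization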
Target sequence (Q61143 whole entry, looked up): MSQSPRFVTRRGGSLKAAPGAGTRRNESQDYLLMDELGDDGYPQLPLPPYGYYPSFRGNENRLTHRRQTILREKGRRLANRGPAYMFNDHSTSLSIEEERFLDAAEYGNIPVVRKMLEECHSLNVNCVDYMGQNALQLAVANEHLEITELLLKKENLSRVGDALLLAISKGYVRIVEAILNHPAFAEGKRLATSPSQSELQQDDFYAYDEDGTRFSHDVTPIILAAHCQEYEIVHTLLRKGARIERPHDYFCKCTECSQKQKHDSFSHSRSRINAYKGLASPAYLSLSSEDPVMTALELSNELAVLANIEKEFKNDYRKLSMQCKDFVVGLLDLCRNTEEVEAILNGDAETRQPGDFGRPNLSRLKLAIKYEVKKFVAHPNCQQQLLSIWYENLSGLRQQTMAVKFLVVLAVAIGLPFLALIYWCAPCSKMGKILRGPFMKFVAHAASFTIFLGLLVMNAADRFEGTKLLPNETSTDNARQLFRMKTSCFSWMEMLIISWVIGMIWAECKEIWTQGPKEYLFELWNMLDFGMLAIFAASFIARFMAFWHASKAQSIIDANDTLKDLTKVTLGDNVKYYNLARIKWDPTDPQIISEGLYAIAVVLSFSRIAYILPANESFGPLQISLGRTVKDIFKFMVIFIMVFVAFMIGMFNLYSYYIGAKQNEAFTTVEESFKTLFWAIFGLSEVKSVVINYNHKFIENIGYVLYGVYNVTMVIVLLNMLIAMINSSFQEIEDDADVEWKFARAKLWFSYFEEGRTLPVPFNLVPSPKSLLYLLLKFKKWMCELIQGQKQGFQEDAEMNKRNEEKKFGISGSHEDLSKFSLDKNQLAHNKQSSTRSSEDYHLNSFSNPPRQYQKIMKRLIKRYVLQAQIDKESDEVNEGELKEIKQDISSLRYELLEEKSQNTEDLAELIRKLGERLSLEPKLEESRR
TRPC6 act – activators of mouse TRPC6 channel; Q61143; HEK293-TRPC6 membrane potential dye fluorescence; hits give high values; B-score at 10 µM; 0.13% of 310,000 active;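 active means B-score of the integrated fluorescence ratio above library mean plus 3 SD, and starting fluorescence ratio within library mean plus 5 SD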;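 further: higher score means more depolarization so channel activation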
RGS4 act – RGS4 potentiation or activation; HEK293 M3R/inducible RGS4, carbachol calcium flux Fluo4; hits give low values; B-score at 10 µM; 0.92% of 310,000 active; AID 463111;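 active means B-score of the integrated calcium signal more than 4 SD below the library mean, with starting fluorescence not abnormally high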;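 further: negative B-score means reduced calcium response which marks RGS4 activation or potentiation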
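Reagent: ECmax carbachol challenge; Test system: M3R-expressing HEK293 line, RGS4 induced by doxycycline; Schedule: overnight RGS4 induction, 30 min dye load 37 °C, 20 min compound RT; Detection: calcium dye Fluo4 fluorescence; Read-out: Agonist-evoked peak-minus-minimum fluorescence over baseline, integrated ratio, B score.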
HIF act – HIF pathway transcriptional activation. U2OS HRE-luciferase reporter, luminescence; normalized: DMSO 0%, desferrioxamine 100%. activation, % at 7.5 µM (by protocol). 0.32% of 300,000 active. AID 1910;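 active means mean activation of at least 10% of the iron chelator positive control signal, with at least half of replicates also reaching 10%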
MrgX1 antag – blocks BAM8-22 activation of human MrgX1 receptor | B-score at 10 µM | 1.3% of 310,000 active | MRGX1-HEK293 calcium flux, Fluo-4, BAM8-22 antagonism; hits give low values | Q96LB2;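 active means calcium-response B-score plate-corrected more than 3 library SD below zero, starting fluorescence within 5 deviations, no agonist response on first addition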;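 further: peak minus trough fluorescence over baseline after final BAM8-22 challenge near maximal dose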
SKKanGAS inh – inhibitors of SKKanGAS S. pyogenes growth in kanamycin (SK-promoter or general growth effect); 1.3% of 300,000 active; BacTiter-Glo, 6 h; inhibition, % at 7.5 µM;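 active means mean replicate score, as percent of positive control median, at least 50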;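 further: strain carries kanamycin resistance gene driven by streptokinase promoter and grows in 40 µg/ml kanamycin; loss of luminescence reflects streptokinase promoter inhibition or plain growth inhibition; 0% = median of DMSO wells and 100% = positive control at its reference dose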
TRPC4 inh – blocks the mouse TRPC4 cation channel | HEK293 TRPC4beta/mu-opioid, DAMGO-evoked Fluo4 calcium flux; hits give low values | B-score at 10 µM | 0.39% of 300,000 active | Q9QUQ5 | AID 2247;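 active means B-score over 3 SD under the library average, no early fluorescence shift, positive overall ratio signal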
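test system = HEK293 cells with stable TRPC4beta plus mu-opioid receptor expression | detection = Fluo4 Ca2+ flux fluorescence | read-out = integrated fluorescence ratio relative to baseline, converted to per-well B score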
MrgX1 PAM – allosterically activates human MrgX1 receptor signaling; MrgX1-HEK293, Fluo-4 calcium flux, FDSS; hits give high values; B-score at 10 µM; 0.63% of 310,000 active;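 active means plate-corrected calcium response at least 3 library SD above typical, normal starting fluorescence, not activating the receptor alone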;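 further: compound read alongside a low EC10 to EC30 dose of BAM8-22 agonist; peak minus trough fluorescence over baseline measured at the second addition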
RGS4 block – human RGS4 inhibition; P49798; 0.45% of 310,000 active; AID 463165; HEK293 M3R/RGS4 inducible, Fluo-4 calcium flux; hits give high values; triggered by carbachol at its EC20; B-score at 10 µM;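 active means B-score, a plate-corrected calcium signal, over three deviations above library mean, with baseline fluorescence within five deviations of library mean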;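 further: RGS4 expression induced by doxycycline in cells with stable M3 receptor; B-score is computed from the integrated fluorescence ratio over baseline after carbachol; higher B-score means a larger calcium signal and so more RGS4 inhibition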
Target sequence (P49798 whole entry, looked up): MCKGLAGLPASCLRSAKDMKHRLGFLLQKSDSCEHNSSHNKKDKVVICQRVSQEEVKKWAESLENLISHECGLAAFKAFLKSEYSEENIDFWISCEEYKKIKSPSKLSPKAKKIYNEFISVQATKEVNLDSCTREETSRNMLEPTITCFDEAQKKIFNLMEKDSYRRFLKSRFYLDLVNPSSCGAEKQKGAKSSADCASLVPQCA
Platelet DG rel – modulates dense granule release in human platelets. 0.22% of 300,000 active. human platelet-rich plasma, SFLLRN dense granule ATP release, luminescence. inhibition, %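 (compounds screened at 7.5 µM in platelet-rich plasma)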;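 active means mean replicate score, as percent of positive control, at or above 50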
MrgX1 ag – human MrgX1 receptor agonism, primary screen | Q96LB2 | MrgX1-HEK293 cells, Fluo-4 calcium fluorescence, agonist mode; hits give high values | B-score at 10 µM | 0.44% of 310,000 active | AID 588627;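 active means calcium response B-score plate-corrected fluorescence ratio at least 3 library SD, with starting fluorescence B-score inside 5 SD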
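Test system: HEK293 cells stably expressing human MrgX1 receptor; Input: fifteen thousand cells per well; Dosing: compound delivered in addition one of three; Schedule: overnight seeding, then 1 h dark dye loading; Technique: Fluo-4 NW calcium fluorescence; Measure: B-scored fluorescence response ratio; Controls: positive and negative controls per plate.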
* hit, by the source's call; i = inactive; · = no result given.

Below each SMILES: TRPC6 inh | TRPC6 act | RGS4 act | HIF act | MrgX1 antag | SKKanGAS inh | TRPC4 inh | MrgX1 PAM | RGS4 block | Platelet DG rel | MrgX1 ag
[1] COc1ccccc1CNC(=O)CCC(=O)N1Cc2cccc(OC)c2Oc2ncccc21
    i | i | i | · | i | 8 | i | i | i | 4 | i
[2] Cc1cc(C)nc(Sc2nc(Cl)nc(N(c3ccccc3)c3ccccc3)n2)n1
    i | i | i | 1.0 | i | -5 | i | i | i | -1 | i
[3] CCOC(=O)C1=C2SCCN2C(=O)C(C#N)C1(C)C (centres undefined)
    i | i | i | -0.9 | i | -2 | i | i | i | 5 | i
[4] O=[N+]([O-])c1cc([N+](=O)[O-])c(Oc2cc(Cl)ccc2Cl)cc1NC1CCCCCCC1
    i | i | i | -1.0 | i | 4 | i | i | i | 3 | i
[5] COC(=O)c1ccc(N2NC(=O)/C(=C/c3ccc(OC)c(OC)c3)C2=O)cc1
    i | i | i | -1.2 | i | 2 | i | i | 6.2* | 8 | i
[6] O=C(CSc1nnc2ccc(-c3ccccc3)nn12)NCC1CCCO1 (centres undefined)
    i | i | i | -0.9 | i | -1 | i | i | i | 2 | i
[7] Cc1ccc(CNC(=O)C2CC(c3ccccc3F)=NO2)cc1 (centres undefined)
    i | i | i | 3.7 | i | -7 | i | i | i | -1 | i
[8] CCC(=O)N1N=C(c2ccc(C)o2)CC1c1ccc(OC)cc1 (centres undefined)
    i | i | i | 0.8 | i | 14 | i | i | i | 5 | i
[9] CC1CC(=O)N(CC(=O)Nc2cccc(Cl)c2)c2ccccc2S1(=O)=O (centres undefined)
    i | i | i | 0.4 | i | -2 | i | i | i | -4 | i
[10] CC(C)Cc1ccc(C(=O)NCc2ccc3c(c2)OCO3)o1
    i | i | i | -0.9 | i | -5 | i | i | i | -1 | i
[11] COC(=O)c1cn(C(=O)c2ccc(OC)cc2)c2ccccc12
    i | i | i | 1.7 | i | -1 | i | i | i | -1 | i
[12] CC(=O)Nc1ccc(S(=O)(=O)N2CC3(C)CC2CC(C)(C)C3)cc1 (centres undefined)
    i | i | i | 0.1 | i | 1 | i | i | i | -1 | i
[13] CCn1c(=O)cc(SCC(=O)NCCN2CCN(Cc3ccccc3)CC2)c2ccccc21
    i | i | i | 0.5 | i | 2 | i | i | i | 15 | i
[14] Cc1ccc(OCC(=O)N/N=C/c2ccc3c(c2)OCO3)cc1C
    i | i | i | 0.5 | · | 42 | i | · | i | 4 | ·
[15] N#Cc1ccc(OS(=O)(=O)c2ccc(-c3ccon3)s2)cc1
    i | i | i | -0.2 | -4.7* | -13 | i | i | i | -7 | i
[16] COc1ccc(N(CN2C(=O)C3CCCCC3C2=O)C(=O)c2ccco2)cc1 (centres undefined)
    i | i | i | 0.8 | i | 1 | i | i | i | 5 | i
[17] O=C(CSc1ccccc1)NCCCc1ccccc1
    i | i | i | -0.2 | i | 6 | i | i | i | 0 | i
[18] CC(=O)c1ccc(OCC(=O)N(CCC2=CCCCC2)c2c(N)n(Cc3ccccc3)c(=O)[nH]c2=O)cc1
    i | i | i | -0.3 | i | 1 | i | i | i | -6 | i
[19] COc1ccc(-n2nc(C(=O)NCC(=O)N3CCN(c4ccccn4)CC3)c3ccccc3c2=O)c(OC)c1
    i | i | i | 1.3 | i | -5 | i | i | i | -9 | i
[20] CNC(=O)c1[nH]cnc1C(=O)N[C@@H](C)C(=O)OC(C)(C)C
    i | i | i | -1.3 | i | -6 | i | i | i | -1 | i
[21] COc1ccc(Cl)cc1NC(=O)CSc1nnc(-c2ccncc2)n1CC1CCCO1 (centres undefined)
    i | i | i | -0.8 | i | -9 | i | i | i | 0 | i
[22] Cc1cc(C)cc(NC(=O)CSc2nnc(C3CC3)n2CC2CCCO2)c1 (centres undefined)
    i | i | i | 0.2 | i | -1 | i | i | i | 10 | i
[23] CCc1nn(CC(=O)O)c(=O)c2ccccc12
    i | i | i | -0.5 | i | 0 | i | i | i | -1 | i
[24] CC1(c2nnc(Cc3ccccc3)o2)CC(c2cccnc2)=NO1 (centres undefined)
    i | i | i | -0.2 | i | 15 | i | i | i | 9 | i
[25] COc1ccc(/C(N)=N/OC(=O)Cc2ccccc2[N+](=O)[O-])cc1
    i | i | i | 1.4 | i | -4 | i | i | i | -4 | i
[26] CC(C)C(NS(=O)(=O)c1ccc2c(c1)Cc1cc(S(=O)(=O)NC(C(=O)O)C(C)C)ccc1-2)C(=O)O (centres undefined)
    i | i | i | -1.4 | i | -2 | i | i | i | -5 | i
[27] Cc1ccc(N(CC(=O)O)S(C)(=O)=O)cc1Cl
    i | i | i | 0.9 | i | -13 | i | i | i | 4 | i
[28] CCCCCCCC(=O)NNC(=O)CCC(=O)O
    i | i | i | -0.4 | i | 0 | i | i | i | -3 | i
[29] CCC(NS(=O)(=O)c1cn(C)nc1C)c1ccccc1 (centres undefined)
    i | i | i | -0.2 | i | 12 | i | i | i | 3 | i
[30] COc1ccccc1NS(=O)(=O)c1cccc(C(=O)NCc2ccco2)c1
    i | i | i | -0.2 | i | 0 | i | i | i | -3 | i
[31] CCN(c1cccc(C)c1)S(=O)(=O)c1nnc(NC(=O)c2ccco2)s1
    i | i | i | 0.0 | i | 18 | i | i | i | -1 | i
[32] COc1ccc(-n2c(-c3cccc(OC)c3)nc(=S)c3c2CCCC3)cc1
    i | i | i | 1.4 | i | 0 | i | i | i | 7 | i
[33] COC(=O)C1=C(C)NC(=O)CC1c1ccc(C(=O)OC)cc1 (centres undefined)
    i | i | i | -0.3 | i | -4 | · | i | i | 14 | i
[34] CCN(CC)CC#CC(C)(C)OC(C)=O
    i | i | i | -0.3 | i | 0 | i | i | i | 6 | i
[35] CCC(c1nnnn1C1CCCC1)N1CCN(Cc2ccccc2)CC1 (centres undefined)
    i | i | i | -0.3 | i | 6 | i | i | i | 0 | i
[36] CCOc1ccc(Br)cc1S(=O)(=O)N1CCCN(C)CC1
    i | i | i | 0.9 | i | 2 | i | i | i | -9 | i
[37] O=S(=O)(c1ccc(F)cc1)N1CCN(CCc2ccccc2)CC1
    i | i | i | -19 | i | -3 | i | i | i | -18 | i
[38] O=C(CNc1ccc(F)cc1)N/N=C/c1c(O)ccc2ccccc12
    i | i | i | -0.5 | i | 96* | i | i | i | 9 | i
[39] CC(C)n1cc(C(N)=S)c(=O)n(Cc2ccccc2)c1=O
    i | i | i | -20 | i | 3 | i | i | i | -2 | i
[40] COc1cc(C(=O)NC2CCCCCCC2)cc(OC)c1OC
    i | i | i | -0.5 | i | 3 | i | i | i | -15 | i
[41] N/C(=N\OC(=O)CCCOc1ccccc1)c1ccccn1
    i | i | i | 0.5 | i | 0 | i | i | i | 0 | i
[42] CCCCCCCCc1nnc(N)s1
    i | i | i | -0.5 | i | 1 | i | i | i | -20 | i
[43] Cn1ncc(C#N)c1NC(=O)C1CC(c2ccc(Cl)c(Cl)c2)=NO1 (centres undefined)
    i | i | i | -0.9 | i | -4 | i | i | i | 6 | i
[44] COc1cccc(C(=O)NCCS(=O)(=O)N(C)Cc2ccccc2)c1
    i | i | i | -0.6 | i | -8 | i | i | i | -1 | i
[45] Cc1cccc(N2CC(C(=O)Nc3ccc4c(c3)OCO4)CC2=O)c1C (centres undefined)
    i | i | i | 0.1 | i | -1 | i | i | i | -6 | i
[46] Cc1c(C)c2c(OCC(=O)NCc3ccncc3)cc3c(c2oc1=O)CCC(C)(C)O3
    i | i | i | 0.0 | i | -2 | i | i | i | 2 | i
[47] O=C(COC(=O)COc1ccc(Br)cc1)Nc1cccnc1Cl
    i | i | i | -0.2 | i | -3 | i | i | i | 0 | i
[48] COc1ccc(Nc2oc(-c3ccccc3Cl)nc2C#N)cc1
    i | i | i | 1.3 | i | 0 | i | i | i | 16 | i
[49] O=C(NCc1ccccn1)c1coc(=O)c(Br)c1
    i | i | i | 0.5 | i | 1 | i | i | i | -23 | i
[50] NS(=O)(=O)c1ccc(CCNC(=S)Nc2ccc(S(N)(=O)=O)cc2)cc1
    i | i | i | 0.9 | i | -1 | i | i | i | -2 | i
[51] Cc1cccc(C)c1OCc1cc(C(=O)NCC2CC2)no1
    i | i | i | 0.5 | i | -1 | i | i | i | 2 | i
[52] CCOC(=O)c1ccc(NC(=O)c2cccc3c2C(=O)N(CC2CCCO2)C3)cc1 (centres undefined)
    i | i | i | 0.2 | i | 11 | i | i | i | 12 | i
[53] CCOC(=O)C[C@H]1c2cc(F)ccc2S(=O)(=O)N1C(C)C
    i | i | i | -1.3 | i | -1 | i | i | i | 3 | i
[54] NC(=O)c1ccc(-n2nnnc2SCC(=O)c2ccc(O)c(O)c2)cc1
    i | i | i | -0.6 | i | 0 | i | i | i | -6 | i
[55] CCOC(=O)C1=C(N)OC2=C(C(=O)CCC2)C1c1cccs1 (centres undefined)
    i | i | i | -0.4 | i | -3 | i | i | i | -2 | i
[56] NC(=O)C1CCN(CC(=O)Nc2nc(-c3ccccc3)cs2)CC1
    i | i | i | -0.7 | i | 8 | i | i | i | -2 | i
[57] CCc1[nH]nc(C(=O)NC2CCCc3c2cnn3-c2cc(C)cc(C)c2)c1C (centres undefined)
    i | i | i | 0.9 | i | 7 | i | i | i | 4 | i
[58] O=C(CCS(=O)(=O)c1ccc(F)cc1)N1CCOCC1
    i | i | i | 1.5 | i | -1 | i | i | i | 2 | i
[59] CSc1ccccc1OCc1cc(C(=O)N2CCNC(=O)C2)no1
    i | i | i | 0.8 | i | 36 | i | i | i | 3 | i
[60] COc1ccc2oc(=N)c(C(=O)Nc3ccc(C)cc3)cc2c1
    i | i | i | 1.2 | i | 7 | i | i | i | -4 | i

Next structures
Below each SMILES: TRPC6 inh | TRPC6 act | RGS4 act | HIF act | MrgX1 antag | SKKanGAS inh | TRPC4 inh | MrgX1 PAM | RGS4 block | Platelet DG rel | MrgX1 ag
[61] O=C(CSc1nnnn1-c1ccccc1)NC(=O)Nc1ccc2c(c1)OCCO2
    i | i | i | 4.2 | i | 6 | i | i | i | -5 | i
[62] c1ccc(N2CCN(c3nc4ccccc4n4nnnc34)CC2)cc1
    i | i | i | 1.6 | i | -1 | i | i | i | -25 | i
[63] COC(=O)CCc1sc(NC2CCCCC2)nc1-c1ccc(OC)cc1
    i | i | i | 0.7 | i | 2 | i | i | i | 9 | i
[64] Cc1ccc(S(=O)(=O)n2nc(OC(=O)c3c(-c4ccccc4Cl)noc3C)cc2N)cc1
    i | i | i | -0.6 | i | 5 | i | i | i | 1 | i

Screens (PubChem)
